# CHRM4 agonist: human M4 muscarinic receptor agonists, primary screen, CHO-K1 cells, Fluo-8 calcium fluorescence | Muscarinic acetylcholine receptor M4 (Homo sapiens), P08173 | CHO-K1 hM4/Gqi5; vehicle 0%, full acetylcholine response 100% | activation, % at 3 µM | 360,000 compounds, 0.14% hits | AID 624127, 2012;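 active means activation above the run mean over all test wells plus 3 SD, cut at about 32% in these data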;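 further: peak over basal fluorescence ratio per well then scaled between controls; 0% = DMSO wells and 100% = acetylcholine at EC100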
# Target sequence (P08173 whole entry, looked up): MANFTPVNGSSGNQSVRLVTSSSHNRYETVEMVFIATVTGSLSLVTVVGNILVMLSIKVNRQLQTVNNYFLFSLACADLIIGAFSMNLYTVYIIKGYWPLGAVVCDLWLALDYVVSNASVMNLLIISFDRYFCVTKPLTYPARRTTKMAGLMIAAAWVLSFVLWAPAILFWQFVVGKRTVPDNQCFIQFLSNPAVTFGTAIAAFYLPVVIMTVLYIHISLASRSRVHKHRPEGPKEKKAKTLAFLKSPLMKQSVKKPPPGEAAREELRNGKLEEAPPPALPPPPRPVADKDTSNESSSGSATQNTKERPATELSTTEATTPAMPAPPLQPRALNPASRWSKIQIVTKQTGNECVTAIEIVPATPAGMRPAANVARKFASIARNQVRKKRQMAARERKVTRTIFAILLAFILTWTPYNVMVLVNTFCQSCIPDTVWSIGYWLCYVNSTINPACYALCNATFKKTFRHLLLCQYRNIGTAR
# M5 ag: human M5 muscarinic receptor agonists, primary screen, CHO-K1 cells, Fluo-8 calcium fluorescence; 360,000 compounds, 0.19% hits; CHO-K1 hM5 cells; 0% DMSO wells, 100% maximal acetylcholine response; Muscarinic acetylcholine receptor M5 (Homo sapiens), P08912; activation, % at 3 µM;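 active means activation above the run's mean over test compounds plus 3 SD, cut at about 23% in these data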;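 further: signal is peak over basal fluorescence ratio across the kinetic read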
# CHRM1 PAM: human M1 muscarinic receptor positive allosteric modulators, primary screen, CHO-K1 cells, Fluo-8 calcium fluorescence, 1536-well; 360,000 compounds, 0.088% hits; CHO-K1 hM1, ACh EC20; 0% = ACh EC20, 100% = maximal ACh; Muscarinic acetylcholine receptor M1 (Homo sapiens), P11229; AID 588819, 2011; activation, % at 3 µM; in the data active means activation above about 19%, passing the limit was not always enough
# Target sequence (P11229 whole entry, looked up): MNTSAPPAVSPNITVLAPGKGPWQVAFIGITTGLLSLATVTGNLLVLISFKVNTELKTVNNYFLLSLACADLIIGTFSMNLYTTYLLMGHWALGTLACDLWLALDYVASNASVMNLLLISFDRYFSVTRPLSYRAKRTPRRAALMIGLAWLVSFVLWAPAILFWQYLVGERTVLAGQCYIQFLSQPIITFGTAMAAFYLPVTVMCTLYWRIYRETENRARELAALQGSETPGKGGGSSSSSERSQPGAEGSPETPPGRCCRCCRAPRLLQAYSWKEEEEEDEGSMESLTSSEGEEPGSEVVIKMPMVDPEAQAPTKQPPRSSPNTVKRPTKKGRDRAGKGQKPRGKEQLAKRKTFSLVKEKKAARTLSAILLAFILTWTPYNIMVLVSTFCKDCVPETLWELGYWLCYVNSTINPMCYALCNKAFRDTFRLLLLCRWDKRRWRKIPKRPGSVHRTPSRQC
# CHRM5 antagonist: human M5 muscarinic receptor antagonists, primary screen, CHO cells, Fluo-8 calcium fluorescence. Muscarinic acetylcholine receptor M5 (Homo sapiens), P08912. CHO-hM5 cells, ACh EC80. inhibition, % at 3 µM. 360,000 compounds, 0.59% hits. AID 624040, 2012;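 active means inhibition above a per-plate cutoff, the mean of that plate's test compounds plus 3 SD, cut at about 27% in these data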;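 further: 0% = acetylcholine EC80 with DMSO and 100% = DMSO without agonist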
# M4 antag: human M4 muscarinic receptor antagonists, primary screen, CHO cells, Fluo-8 calcium fluorescence; AID 624125, 2012; 360,000 compounds, 0.73% hits; Muscarinic acetylcholine receptor M4 (Homo sapiens), P08173; CHO-hM4 cells, ACh EC80; inhibition, % at 3 µM;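 active means inhibition above its plate's cutoff, the mean inhibition of sample wells plus 3 SD, cut at about 27% in these data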;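 further: 0% = acetylcholine EC80 with DMSO and 100% = DMSO without agonist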
# CRFBP-R2 block: antagonists of CRF-BP/CRF-R2 complex, primary screen, cell-based, HEK293, calcium dye fluorescence, uHTS; CRF-induced calcium fluorescence; inhibition, % at 11.8 µM; 350,000 compounds, 0.59% hits; AID 588475, 2011;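 active means inhibition of the ligand-induced calcium signal above about 50% at the single tested concentration, limit read from the data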
# CHRM4 PAM: human M4 muscarinic receptor positive allosteric modulators, primary screen, CHO-K1 cells, Fluo-8 calcium fluorescence. Muscarinic acetylcholine receptor M4 (Homo sapiens), P08173. CHO-K1 hM4/Gqi5, ACh EC20; 0% = ACh EC20, 100% = maximal ACh. activation, % at 3 µM. 360,000 compounds, 0.4% hits. AID 624126, 2012;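 active means activation above its plate's cutoff, the mean activation of sample wells plus 3 SD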; further: some results filed as inactive read as strong as hits
# CRFR2-BP ag: agonists of CRF-BP/CRF-R2 complex, primary screen, cell-based, HEK293, calcium dye fluorescence, uHTS | CRF-binding protein / CRF receptor 2 complex (human) | 350,000 compounds, 0.46% hits | calcium dye fluorescence (FLIPR); percent of saturating CRF peptide response | activation, % at 13.2 µM;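 active means activation of at least 50%, plus an integration ratio under a set limit after plate pattern correction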;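 further: plate controls were neutral control wells without compound for no effect and CRF at EC100 for full effect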
# M5 PAM: human M5 muscarinic receptor positive allosteric modulators, primary screen, CHO-K1 cells, Fluo-8 calcium fluorescence. Muscarinic acetylcholine receptor M5 (Homo sapiens), P08912. CHO-K1 hM5, ACh EC20 PAM; 0% = ACh EC20, 100% = ACh EC100. activation, % at 3 µM. 360,000 compounds, 0.3% hits. AID 624038, 2012;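 active means activation above the run cutoff, the mean activation of all test compounds plus 3 SD, cut at about 18% in these data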
#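 System – CHO-K1 hM5 cells · Compound – 3 µM, single dose · Incubation – compound preincubation 140 s before EC20 acetylcholine addition · Technique – Fluo-8 calcium fluorescence · Measure – Max/basal fluorescence ratio as % of EC20–EC100 ACh window · Benchmarks – low control EC20 acetylcholine (0%), high control EC100 acetylcholine (100%) · Replication – singlicate, one well per test compound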
# * hit, by the source's call; x = not tested or not shown.
SMILES,CHRM4 agonist,M5 ag,CHRM1 PAM,CHRM5 antagonist,M4 antag,CRFBP-R2 block,CHRM4 PAM,CRFR2-BP ag,M5 PAM
CCCCN(CC)C(=O)Cc1cn(C)c2ccccc12,-2.0,-4.6,11.9,-1.4,-20.1,4.9,2.5,-0.4,-1.3
C[C@@]12CC(=O)NC1N(C(=O)c1cccc(C(F)(F)F)c1)C(c1ccccc1O)C2 (some centres not stated),-0.1,-5.6,8.8,-7.6,-3.6,10.0,2.3,-0.1,-17.5
Cc1cc(Cl)c2oc(C(=O)N(C)CC3CCOCC3)c(C)c2c1,8.9,-4.1,4.8,8.8,1.3,3.6,-13.4,-1.9,-6.0
COCCN1Cc2cccc(C(=O)Nc3ccccc3OC)c2C1=O,0.9,-7.5,0.7,-2.1,-0.4,14.1,4.1,0.2,-7.4
NC(=O)CC1(c2ccccc2)CCCCC1,0.7,0.6,3.2,-4.5,-1.0,-3.0,2.9,-1.3,-1.0
C[C@@H]1CN([C@@H](C)CO)C(=O)CCCn2nncc2CO[C@H]1CN(C)C(=O)Nc1ccnc(N2CCOCC2)c1,0.8,-0.7,3.1,9.1,-15.6,6.4,7.8,1.1,-1.7
CN(CC(=O)NCc1ccc(Cl)cc1)S(=O)(=O)c1cccs1,2.9,-3.5,12.2,2.2,2.3,6.2,-4.5,0.9,-1.4
COc1ccc(C(=O)NCC(=O)NCc2cc(=O)n(C)c(=O)n2C)cc1,0.3,-3.6,5.8,8.2,3.9,-2.1,1.6,1.2,2.1
O=c1c2ccccc2sn1-c1ccc(S(=O)(=O)N2CCCCC2)cc1,1.7,1.0,1.9,-5.8,3.8,3.1,15.4,-1.0,4.3
CN(C)S(=O)(=O)c1cccc(C(=O)N=C2N=C3C=CC(Cl)=CN3Cc3ccccc32)c1,-1.1,-7.7,4.7,-2.7,0.1,-7.9,6.0,0.0,10.7
CN(C)CCNC(=O)C(=O)Nc1cc2c3c(c1)CCC(=O)N3CCC2,0.4,0.5,2.5,0.0,-17.7,-4.2,-9.1,-0.8,2.5
Cc1[nH]nc(SCC(=O)N2CCC(C)CC2)c1[N+](=O)[O-],1.4,-4.5,8.8,3.5,-4.1,-0.5,3.6,-0.8,-2.2
CC(NC(=O)c1ccc(F)cc1)c1ccc(F)cc1 (configuration not stated),0.8,-2.6,3.8,-4.7,-4.8,26.8,0.1,-1.4,2.8
O=C(c1cn(-c2ccccc2)nc1-c1ccncc1)N1CCCCC1,2.2,-6.7,2.8,-1.1,2.3,-1.5,1.6,-0.3,-0.3
CCOC(=O)c1cc(CC)sc1NC(=O)c1ccc2c(c1)OCCO2,0.4,-4.8,6.9,5.2,-1.5,-5.0,11.0,1.3,10.4

# 3 of the compounds above, with bars between the fields.
compound | CHRM4 agonist | M5 ag | CHRM1 PAM | CHRM5 antagonist | M4 antag | CRFBP-R2 block | CHRM4 PAM | CRFR2-BP ag | M5 PAM
Cc1cc(Cl)c2oc(C(=O)N(C)CC3CCOCC3)c(C)c2c1 | 8.9 | -4.1 | 4.8 | 8.8 | 1.3 | 3.6 | -13.4 | -1.9 | -6.0
COCCN1Cc2cccc(C(=O)Nc3ccccc3OC)c2C1=O | 0.9 | -7.5 | 0.7 | -2.1 | -0.4 | 14.1 | 4.1 | 0.2 | -7.4
NC(=O)CC1(c2ccccc2)CCCCC1 | 0.7 | 0.6 | 3.2 | -4.5 | -1.0 | -3.0 | 2.9 | -1.3 | -1.0

# Two compounds from above with just CHRM4 PAM and CHRM5 antagonist.
mol	CHRM4 PAM	CHRM5 antagonist
C[C@@H]1CN([C@@H](C)CO)C(=O)CCCn2nncc2CO[C@H]1CN(C)C(=O)Nc1ccnc(N2CCOCC2)c1	7.8	9.1
CN(CC(=O)NCc1ccc(Cl)cc1)S(=O)(=O)c1cccs1	-4.5	2.2

# Later entries:
SMILES,CHRM4 agonist,M5 ag,CHRM1 PAM,CHRM5 antagonist,M4 antag,CRFBP-R2 block,CHRM4 PAM,CRFR2-BP ag,M5 PAM
Cc1ccc(CN2CCSCC2)cc1,0.5,0.8,15.9,15.2,-1.9,-1.0,-6.2,3.2,-6.3
CC(=O)c1nc(N2C(=O)CC(Cc3cc(C)cc(C)c3)C2=O)sc1C (configuration not stated),-0.2,0.5,2.7,0.9,-1.9,-49.8,-7.5,-1.9,0.7
COCCNC(=O)c1cc(-c2ccccc2)nn1CC1CC(c2cccc([N+](=O)[O-])c2)=NO1 (configuration not stated),5.9,-0.5,0.4,8.2,3.6,1.5,-5.0,-0.3,-9.0
CC1CCCC(C)N1C(=O)CSCc1ccc(Cl)cc1 (configuration not stated),-1.4,0.0,9.0,4.9,1.1,2.3,2.3,0.5,1.5
Cc1nc2c(sc(=S)n2Cc2ccco2)c(=O)n1CC(=O)Nc1ccc(F)cc1,2.2,-4.9,7.7,11.0,-0.2,2.1,7.8,-1.4,-2.2
COC(=O)c1ccc(NC(=O)COC(=O)C2CCC2)cc1,1.1,-2.8,20.5,-7.9,-14.8,4.8,19.4,-0.3,3.2
COC(=O)N/N=C/c1ccccc1,2.0,0.5,7.2,5.0,-6.3,21.6,10.8,-1.3,3.4
CCCCNC(=O)c1c(N)[nH]c(C(=O)c2ccccc2)c1-c1ccc(Cl)cc1,0.4,3.1,x,6.9,-0.5,x,1.1,x,1.2
COc1ccc(C(C)=O)cc1CSCC(=O)O,1.5,-1.6,-1.2,-0.7,4.0,1.5,1.5,1.1,-4.1
CCC(C)[C@H](NS(=O)(=O)c1ccc(C)cc1)C(=O)N1CCC(C(=O)N[C@@H](Cc2ccccc2)C(=O)O)CC1 (some centres not stated),0.3,-2.5,11.3,-1.3,2.6,-2.5,6.5,2.2,1.1
COc1cc(OC)nc(C(NC(=O)C2CCN(Cc3c[nH]c4ccccc34)CC2)c2ccc(Cl)cc2)n1 (configuration not stated),13.0,0.3,-8.2,7.5,18.2,x,-9.0,x,0.4
CC(=O)c1cccc(NC(=O)C(OC(=O)c2cccc(S(=O)(=O)N(C)c3ccccc3)c2)c2ccccc2)c1 (configuration not stated),2.1,-1.4,3.2,6.0,5.3,-9.3,-10.4,1.2,-12.0
CNC(=S)N1CCC(c2nc3ccccc3s2)CC1,2.0,-2.8,1.5,12.4,11.5,9.1,2.9,-0.4,0.9
COc1ccc(NC(=O)CSc2sc3c(O)cc(=O)[nH]c3c2C#N)c(OC)c1,0.6,-2.1,0.5,6.9,0.6,5.7,0.2,1.0,-0.4
O=C(c1ccco1)N1CCN(Cc2c(Cl)cccc2Cl)CC1,-0.7,-8.7,3.3,8.1,6.7,-11.6,1.1,0.5,4.3
Fc1cccc(C2CCCCN2Cc2nc(C3CC3)no2)c1 (configuration not stated),-1.1,-4.5,6.8,0.3,2.6,-0.9,-2.4,-1.3,8.9
COc1ccccc1C(=O)NNC(=O)c1ccncc1,1.8,-1.7,9.9,8.4,4.3,-3.6,-4.1,1.0,2.1
CC(=O)[C@@H]1[C@@H]2C(=O)N(c3ccccc3F)C(=O)[C@@H]2[C@H]2c3ccccc3C=NN12,1.4,-0.8,8.1,-4.0,6.2,6.5,-6.7,0.9,-3.2
CCN(CC)S(=O)(=O)c1ccc(NC=C(C#N)C#N)cc1,0.3,1.5,5.7,8.3,4.8,8.5,-3.3,3.3,-3.6
CCc1ccc(C2CC(=O)N(c3cccc(F)c3)C3=C2C(=O)OC3)cc1 (configuration not stated),0.5,-3.6,12.8,4.5,-1.7,-19.4,-3.3,0.8,-6.8
O=C(CSc1nnc(NC(=O)c2cccc(F)c2)s1)NCC1CCCO1 (configuration not stated),0.7,-5.3,5.2,0.7,-0.5,9.2,7.6,3.7,-8.4
Cc1ccc(C)c(-n2c(SCC(=O)Nc3nnc(C)s3)nnc2-c2ccoc2C)c1,0.0,-0.7,8.0,-6.6,-5.6,11.9,5.0,-3.4,-1.5
Cc1[nH]nc(C(F)(F)F)c1CCC(=O)NC1CCCCCC1,-0.1,-0.9,4.1,-4.0,-13.4,2.8,19.8,1.3,14.4
COc1cccc(C2C(C#N)=C(N)Oc3cc(C)n(Cc4ccccn4)c(=O)c32)c1OC (configuration not stated),0.5,1.7,-2.9,2.3,7.5,-17.5,13.1,1.9,1.9
CN(C(=O)CN1C(=O)NC2(CCc3ccccc32)C1=O)C1CCCCC1 (configuration not stated),1.2,1.1,9.8,-1.7,-1.8,-21.9,5.6,2.0,2.3
CCOC(=O)c1cc(-c2ccccc2)n(CC(=O)O)c1C,0.5,-4.2,3.8,-7.5,-2.7,-12.8,1.9,0.9,4.0
C[C@H](CO)N1C[C@H](C)[C@@H](CN(C)Cc2ccc(C(=O)O)cc2)Oc2c(NC(=O)c3ccncc3)cccc2C1=O,-0.5,6.2,11.1,4.4,7.5,-0.4,3.5,0.0,-3.8
O=S(=O)(c1ccc(Cl)cc1)c1nc(-c2ccco2)oc1N1CCCCC1,0.5,-3.9,-1.8,12.1,-10.8,2.5,-1.9,-0.5,-5.8
CC1CCCCC1NC(=O)COC(=O)COc1ccccc1Cl (configuration not stated),-0.3,-5.4,5.2,10.5,-8.2,19.1,-5.9,-4.8,-6.8
CC(=O)N1c2c(cc(Br)cc2S(=O)(=O)NCc2ccc3c(c2)OCO3)CC1C (configuration not stated),0.8,1.6,9.7,-4.1,7.2,3.4,2.7,-0.1,3.2
CN1CCc2c(sc(/N=C/c3c[nH]c4ccccc34)c2C#N)C1,0.7,3.9,7.3,-2.5,10.3,13.2,-4.0,8.5,7.2
CNC[C@@H]1OCc2ccccc2-c2c(n(C)c3ccccc23)C(=O)N([C@H](C)CO)C[C@@H]1C,0.6,-0.1,3.4,-25.5,-4.3,4.7,4.5,0.4,5.4
Cc1ccnc(NC(=O)c2cccc3ccccc23)c1,0.9,-1.7,3.9,8.3,-3.7,4.5,5.9,0.2,5.9
CC(=O)c1ccc(N2CCN(C(=O)c3ccc(Cl)c(NC4=NC5CS(=O)(=O)CC5S4)c3)CC2)cc1 (configuration not stated),15.8,-1.4,7.3,28.9*,17.4,-2.1,48.2*,0.8,20.8*
Cc1cc(C(=O)OCC(=O)Nc2c(Cl)cccc2Cl)c(C)o1,0.4,-7.7,6.7,12.3,-2.2,31.1,6.8,-5.1,4.8
Cc1cc(C)nc(NC(=O)c2ccc(C)c(C)c2)n1,1.8,0.8,3.6,-3.0,-7.3,6.3,-6.1,-0.7,2.7
Oc1[nH]c2ccc(Br)cc2c1N=Nc1ccc(C(F)(F)F)cn1,0.5,2.5,5.0,-0.9,-2.3,-23.5,4.1,-2.5,4.8
COc1cc(CNCCCCO)ccc1OCc1ccccc1F,0.5,-1.5,6.3,7.9,2.2,-9.5,0.3,-1.2,4.2
O=C(CSCc1ccc(Br)cc1)N1CCOCC1,6.8,2.0,4.7,5.0,1.7,10.1,3.1,0.2,3.4
Cc1cc(C)nc(SCC(=O)N/N=C\c2sccc2C)n1,1.4,-1.3,-5.9,15.8,10.7,0.3,-2.9,-1.0,-8.2

# Screening results from PubChem.
